P. falciparum M17LAP: P. falciparum M17LAP inhibitors, primary screen, biochemical, fluorogenic H-Leu-NHMec substrate, 1536-well (AID 1619); inhibition, % at 30 µM; hits with a dose series show IC50 in µM; recombinant M17LAP, H-Leu-NHMec fluorogenic kinetic assay; higher % means a stronger effect; actives 0.38% (n = 220,000);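 active means compound inhibiting the enzyme by more than half at any dose during confirmatory dose-response retesting; inconclusive means strong single-dose inhibitors picked by rank but not retested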;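 further: plate controls were full reaction with DMSO carrier for no effect and no enzyme background for full effect; strong numbers were not always called active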
NOD2 inhibition: NOD2 signaling inhibitors, cell-based, luminescence, uHTS, HEK293 (AID 1566). HEK293 NOD2/NF-kB luciferase reporter, luminescence; higher % means a stronger effect. inhibition, % at 4 µM, or EC50 in µM where a hit was titrated. actives 0.63% (n = 290,000); further: many of its hits are not listed in these tables
NOD1 NF-kB reporter: NOD1 signaling inhibitors, primary screen, cell-based, luminescence, uHTS (AID 1578) | NOD1-driven NF-kB luciferase reporter cells, luminescence; higher % means a stronger effect | actives 1% (n = 290,000) | one-dose inhibition, % at 4 µM; EC50 in µM for titrated hits; in the data active means inhibition mostly above about 36%, no sharp cut-off; inactive means mostly below about 34%;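 further: HEK-293T reporter cells stimulated with the NOD1 agonist gamma-tri-DAP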
P. falciparum M1AAP: malaria alanyl aminopeptidase activity blockers – biochemical, fluorogenic H-Leu-NHMec substrate, 1536-well (AID 1445); actives 0.42% (n = 220,000); recombinant M1AAP, H-Leu-NHMec fluorogenic kinetic assay; higher % means a stronger effect; inhibition, % at 30 µM, or IC50 in µM where a hit was titrated;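 active means primary inhibition above the hit cutoff, then over 50% inhibition at one or more dose response concentrations, cut at about 23% in these data, passing the limit was not always enough; inconclusive means conflicting primary data, or primary hits not chosen for dose response; inactive means low primary inhibition, or under 50% at every dose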;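 further: plate controls were DMSO full reaction for no effect and no enzyme background for full effect; strong numbers were not always called active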
GPR55 activation: GPR55 agonists via beta-arrestin recruitment, primary screen, imaging, U2OS cells, beta-arrestin-GFP redistribution (AID 1961); one-dose activation, % at 10 µM; EC50 in µM for titrated hits; actives 0.048% (n = 290,000); U2OS GPR55 beta-arrestin-GFP redistribution imaging; higher % means a stronger effect;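 active means activation above 40% with more than 50 cells counted in the well; inconclusive means wells holding fewer than 50 cells, flagged as toxic or sparse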;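 further: U2OS osteosarcoma cells stably expressing GPR55 and beta-arrestin-GFP; plate controls were DMSO negative control for no effect and LPI positive control for full effect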
AID2073: inhibitors of Mint1-CaV2.2 protein interaction, biochemical, HTRF (AID 2073). inhibition, % at 20 µM; hits with a dose series show IC50 in µM. HTRF protein-protein interaction, Mint1-CaV2.2; higher % means a stronger effect. actives 0.19% (n = 290,000); in the data active means inhibition mostly above about 51%, no sharp cut-off; inconclusive means no clear call, values can overlap the other calls; inactive means mostly below about 53%; further: some results filed as inactive read as strong as hits
KOR beta-arrestin-1: kappa opioid receptor blockers – cell-based, luminescence, uHTS (AID 1778); inhibition, % at 10 µM, or IC50 in µM where a hit was titrated; KOR beta-arrestin recruitment, luminescence, antagonist mode; higher % means a stronger effect; actives 0.091% (n = 290,000); further: strong numbers were not always called active
Dynein cargo inh: blocks dynein driven cargo transport along microtubules. AID 1381. z-score, hits read low. 3617.4 mouse cells, GR-EGFP nuclear translocation imaging; test concentration mostly 20 µM; stimulated with dexamethasone, 1 µM; hits give low values. actives 0.47% (n = 220,000);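 active means plate z-score of nuclear minus cytoplasmic receptor signal below a set negative limit, without overly bright fluorescence or cell loss, cut at about -3.5 in these data, passing the limit was not always enough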;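 further: z-score of nuclear minus cytoplasmic ring GR-EGFP intensity difference per well; some compounds called inactive have numbers as strong as hits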
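Also added: dexamethasone, 1.0 µM final. Medium: tet-free, stripped-serum medium. Detection: fixed, Hoechst-stained cells imaged at 10x for EGFP. Read-out: nuclear-to-cytoplasmic GR-EGFP distribution per well. Times: induction 48 h, compound 1 h, agonist 30 min.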
KOR beta-arrestin-2: KOR agonists, beta-arrestin recruitment, primary screen, cell-based, luminescence, uHTS (AID 1777) | actives 0.02% (n = 280,000) | activation, % at 10 µM; hits with a dose series show EC50 in µM | KOR beta-arrestin recruitment, luminescence; higher % means a stronger effect; in the data active means activation above about 50%, passing the limit was not always enough; further: a part of the inactive calls stands beside numbers as strong as those of hits
Dynein cargo inh cytoplasmic EGFP: further read-out of Dynein cargo inh, marked with its call; z-score; measured here: cytoplasmic GR-EGFP intensity; hits give high values
Dynein cargo inh nuclear GR-EGFP: further read-out of Dynein cargo inh, marked with its call; z-score; measured here: nuclear GR-EGFP intensity;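 lower value marks the stronger effect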
Dynein cargo inh cell count: recorded beside Dynein cargo inh, whose call it bears; z-score; measured here: cell count per field
* = called active by the depositor; ? = inconclusive; nt = no result given; [ ] = dose if it differs, or a comment. Unless noted, no stated cut-off is given here; in the data, active means inhibition above about 50%; inactive means the rest. Some of the compounds tested; count on the stated rates, not on these rows.

structure	P. falciparum M17LAP	NOD2 inhibition	NOD1 NF-kB reporter	P. falciparum M1AAP	GPR55 activation	AID2073	KOR beta-arrestin-1	Dynein cargo inh	Dynein cargo inh cytoplasmic EGFP	Dynein cargo inh nuclear GR-EGFP	Dynein cargo inh cell count	KOR beta-arrestin-2
CCOC(=O)c1nn(-c2cccc(Cl)c2)c2nc(CC(C)C)c(C#N)c(=O)n12	5.4%	-2.5%	-7.4%	1.4%	0.1%	17.7%	-51.8%	1.58	-0.14	0.844	-1.27	12.4%
Cc1ccccc1NC(=O)C1CCCN(S(=O)(=O)c2cnc[nH]2)C1 (centres undefined)	-5.8%	-2.7%	-20.0%	-1.8%	-0.3%	0.4%	3.1%	2.75	0.00652	2.17	-1.51	-5.9%
Cc1ccc(S(=O)(=O)NCCC(=O)NCCSc2ccc(Br)cc2)cc1	nt	-5.6%	-23.1%	nt	-0.1%	2.1%	11.3%	nt	nt	nt	nt	2.3%
Cc1ccc(N/N=C(\Cc2nc3ccccc3[nH]2)c2ccccc2)cc1	6.1%	-66.1%	-44.6%	-0.5%	-0.3%	3.9%	-44.5%	0.438	-0.036	0.445	-1.16	3.2%
CCN(c1ccc(OC)cc1)S(=O)(=O)c1nnc(NC(=O)c2ccc(C)cc2)s1	nt	38.2%	4.9%	nt	-0.2%	11.5%	-29.9%	nt	nt	nt	nt	-9.9%
CN(C)S(=O)(=O)c1cccc(NC(=O)COC(=O)CCC(=O)c2ccc(F)cc2)c1	4.2%	2.3%	-9.4%	1.7%	-0.3%	3.1%	-6.3%	0.4	-0.235	0.324	-0.0551	2.6%
CCC(C(=O)Nc1c(C)cc(C)cc1C)N1CCCCCC1 (centres undefined)	nt	-4.3%	-16.9%	nt	-0.2%	-0.4%	9.7%	nt	nt	nt	nt	-3.2%
Cc1ncc([N+](=O)[O-])n1Cc1cccc2ccccc12	9.9%	-1.9%	19.9%	1.0%	-0.3%	4.9%	-49.6%	0.0646	-0.23	0.282	-0.208	1.2%
O=C(O)c1ccc2c(c1)nnn2C1CCCCC1	-10.0%	22.1%	19.3%	14.5%	0.1%	9.0%	25.7%	-0.63	-0.285	-0.31	0.362	-1.3%
Cc1ccc2c(c1)N(CC(=O)NCCCN1C(C)CCCC1C)C(=O)c1cccnc1O2 (centres undefined)	nt	1.4%	-20.3%	nt	0.4%	-1.8%	20.7%[20 µM]	nt	nt	nt	nt	-4.7%
CCCNC(=O)NC(C)C12CC3CC(CC(C3)C1)C2 (centres undefined)	7.3%	-4.4%	-10.2%	2.3%	-0.2%	-0.6%	14.8%	0.3	0.363	0.262	-0.0415	-11.6%
O=C(Cc1ccccc1)Nc1cc(C(=O)c2ccccc2)ccc1N1CCOCC1	11.1%	19.6%	-22.4%	4.0%	-0.2%	-0.1%	7.2%	0.468	0.331	0.621	-0.648	-9.2%
O=C(CN1CCOCC1)Nc1ccccc1C(=O)O	21.8%	8.2%	-2.4%	28.7%	-0.1%	1.8%	7.1%	-0.0446	-0.282	0.113	0.302	-3.8%
CC(C)(C)C(=O)OC/C(N)=N/OC(=O)c1ccc(Cl)cc1	0.5%	-8.7%	-10.3%	0.1%	0.2%	-7.3%	33.4%	-0.088	-0.237	-0.0869	0.111	4.9%
CCCCc1c(C)nc2ccccc2c1SCCC(=O)O	21.1%	3.8%	-12.0%	14.7%	0.2%	6.9%	-15.9%	-0.87	-0.324	-0.162	0.252	-3.1%
COc1ccccc1-n1c([S-])c(C(=O)Nc2ccccc2C(F)(F)F)[n+]2ccc(C(=O)NCCO)cc12	-2.7%	-10.2%	16.3%	1.3%	0.2%	?	-20.0%	0.382	-0.209	0.0153	-1.81	27.3%
CCOC(=O)Cc1nnc(Nc2cc(C)ccc2C)c2ccccc12	-1.2%	-1.4%	-55.9%	3.9%	0.2%	-2.7%	-15.1%[20 µM]	0.754	-0.324	0.625	0.218	-1.7%
O=S(=O)(c1cc(Cl)ccc1Br)N1CCCCC1	0.2%	8.9%	-6.4%	-0.4%	0.2%	-4.6%	-11.5%	-0.497	-0.205	-0.205	-0.353	1.8%
COc1ccc(NS(=O)(=O)c2ccc(C(=O)N3CCN(Cc4ccccc4)CC3)cc2)cc1	-6.7%	19.3%	-7.0%	3.2%	-0.5%	-6.8%	-8.6%	-0.0376	0.04	0.589	-0.685	-2.8%
Cc1nn(C)c(C)c1CNC(=O)Nc1ccc(Cl)cc1	7.6%	-37.7%	-23.4%	5.4%	-0.7%	18.2%	-13.4%	2.61	-0.0247	1.7	-1.43	5.8%
CCc1ccc(NC(=O)Nc2ccc3c(c2)N(C)C(=O)CS3)cc1	19.6%	31.5%	38.6%	15.7%	-0.1%	5.1%	4.7%	-0.181	-0.179	-0.0331	-0.0312	-1.5%
COc1ccc(NC(=O)C2CCCN2S(=O)(=O)c2ccc(C)cc2)cc1 (centres undefined)	11.7%	20.9%	6.1%	4.6%	-0.1%	-0.4%	21.1%	-0.797	-0.234	-0.218	0.616	-6.5%
Cc1cccnc1Nc1nc(-c2ccc(F)cc2)cs1	nt	-51.6%	-6.4%	nt	-0.1%	-0.1%	-5.1%	nt	nt	nt	nt	-3.1%
COC(=O)c1c(SCC(=O)Nc2ccc(C)c(C)c2)nc(=O)[nH]c1C	-9.0%	-21.5%	-8.9%	-8.1%	-1.9%	-1.0%	36.8%	2.21	-0.0256	2.21	-1.88	0.5%
O=C(CSc1ccccn1)N1CCN(C(=O)CSc2ccccn2)CC1	nt	14.7%	-3.0%	nt	-0.2%	1.1%	10.2%	nt	nt	nt	nt	4.1%
C=CCn1c(SCC(=O)c2cc(C)n(CCOC)c2C)nc2sc(C)c(C)c2c1=O	19.4%	9.0%	nt	-3.3%	-0.1%	-21.0%	11.8%	-0.0985	-0.292	-0.103	0.0201	3.1%
Cc1nc(-c2ccccc2)sc1-c1ccnn1C	-98.5%	-105.0%	-67.8%	0.6%	0.3%	12.9%	9.1%	-0.254	-0.31	-0.215	0.761	-0.5%
O=C(/C=C/c1ccc(Br)cc1)Nc1ccc(S(=O)(=O)Nc2ncccn2)cc1	3.7%	-20.0%	2.7%	7.9%	-0.1%	8.7%	-7.5%[20 µM]	0.825	-0.202	-0.285	0.822	-4.5%
CCN(CC)C(=O)CSc1ncccc1-c1nc2ccccc2[nH]1	6.7%	-1.2%	-29.6%	9.0%	0.5%	-1.9%	-4.4%	-0.712	-0.00712	-0.134	-0.186	4.1%
O=S1(=O)CC2SC(=S)N(c3ccccc3)C2C1 (centres undefined)	10.9%	9.1%	3.4%	4.3%	0.3%	5.7%	-11.1%	-0.937	-0.194	-0.399	1.13	2.5%
COc1cc(OC)cc(C(=O)NC(=S)NNC(=O)[C@H]2C[C@@H]2c2ccccc2)c1	-1.4%	28.9%	6.8%	-15.1%	-0.1%	-29.8%	13.2%	-0.244	-0.219	-0.128	0.12	0.8%
Cn1nnnc1SCc1ccc(C(=O)Nc2nccs2)cc1	7.0%	-51.0%	-42.2%	-3.0%	-0.2%	3.4%	5.6%	-0.379	-0.283	-0.0251	0.853	-1.4%
CCOC(=O)c1cc(-c2ccccc2)sc1NC(=O)C(C)OC(=O)c1cccnc1Cl (centres undefined)	7.1%	17.6%	-21.1%	0.9%	0.3%	10.6%	-11.9%	-0.449	-0.315	-0.555	0.403	13.9%
CC(C)Sc1nc2c(c(=O)n(C)c(=O)n2C)n1C	9.7%	5.0%	-12.4%	0.8%	-0.3%	3.6%	11.3%	-0.803	-0.215	-0.3	0.265	5.7%
O=C(COC(=O)c1ccc([N+](=O)[O-])o1)Nc1cccc(S(=O)(=O)N2CCOCC2)c1	13.1%	9.1%	1.4%	2.5%	-0.2%	8.4%	-31.1%	0.163	-0.161	-0.0345	-0.42	1.6%
CC(C)c1ccc(C2C3=C(COC3=O)Nc3cc4c(cc32)OCO4)cc1 (centres undefined)	-7.3%	-61.4%	-39.3%	4.3%	0.1%	1.9%	-234.7%	-0.633	-0.201	-0.219	0.856	12.1%

Reprinted at random: 3 entries already listed
structure	P. falciparum M17LAP	NOD2 inhibition	NOD1 NF-kB reporter	P. falciparum M1AAP	GPR55 activation	AID2073	KOR beta-arrestin-1	Dynein cargo inh	Dynein cargo inh cytoplasmic EGFP	Dynein cargo inh nuclear GR-EGFP	Dynein cargo inh cell count	KOR beta-arrestin-2
CC(C)c1ccc(C2C3=C(COC3=O)Nc3cc4c(cc32)OCO4)cc1 (centres undefined)	-7.3%	-61.4%	-39.3%	4.3%	0.1%	1.9%	-234.7%	-0.633	-0.201	-0.219	0.856	12.1%
CCOC(=O)c1cc(-c2ccccc2)sc1NC(=O)C(C)OC(=O)c1cccnc1Cl (centres undefined)	7.1%	17.6%	-21.1%	0.9%	0.3%	10.6%	-11.9%	-0.449	-0.315	-0.555	0.403	13.9%
O=C(COC(=O)c1ccc([N+](=O)[O-])o1)Nc1cccc(S(=O)(=O)N2CCOCC2)c1	13.1%	9.1%	1.4%	2.5%	-0.2%	8.4%	-31.1%	0.163	-0.161	-0.0345	-0.42	1.6%
